NR2E3 ag-1: human photoreceptor-specific nuclear receptor agonism; Q9Y5X4; 0.35% of 360,000 active; AID 602229; inhibition of corepressor binding, % at 3.98 µM; CHO-S Gal4-NCOR/VP16-NR2E3 two-hybrid, luciferase;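 active means inhibition above the mean of all tested compounds plus 3 SD, cut at about 70% in these data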;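 further: 0% = DMSO with NR2E3 transfected cells and 100% = cells lacking NR2E3 construct; higher means lower luciferase signal from less NR2E3 corepressor binding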
Target sequence (Q9Y5X4 whole entry, looked up, the tested form may be a part): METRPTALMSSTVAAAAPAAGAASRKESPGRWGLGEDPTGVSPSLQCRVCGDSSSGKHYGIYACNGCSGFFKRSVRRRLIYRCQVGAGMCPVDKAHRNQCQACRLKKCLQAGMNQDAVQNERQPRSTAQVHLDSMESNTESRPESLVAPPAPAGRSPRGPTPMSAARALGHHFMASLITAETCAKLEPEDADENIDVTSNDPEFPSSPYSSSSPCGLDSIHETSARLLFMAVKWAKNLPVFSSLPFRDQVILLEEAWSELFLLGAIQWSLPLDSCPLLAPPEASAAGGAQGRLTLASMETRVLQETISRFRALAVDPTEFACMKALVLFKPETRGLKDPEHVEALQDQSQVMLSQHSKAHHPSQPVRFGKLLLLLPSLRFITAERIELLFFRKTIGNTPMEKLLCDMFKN
HIF-2a inh: blocks HIF-2a reporter activity. 786-0 RCC cells HIF-2a reporter, luciferase luminescence, overnight. AID 624352. inhibition, % at 18.8 µM. 0.72% of 360,000 active;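 active means inhibition of the luminescence signal of 40% or more relative to plate controls, in a single-dose primary screen at 18.75 µM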
Shn3 inh set2: Schnurri-3 reporter inhibition in Clone20 osteoblasts | 0.52% of 360,000 active | AID 588674 | Clone20 osteoblast Shn3 3'UTR firefly luciferase, 24 h | inhibition, % at 12.5 µM;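 active means mean inhibition of at least 75% with every replicate also reaching 75%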;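 further: 0% = median of neutral control wells and 100% = pilot-screen positive control compound; some compounds past the cut are filed as inactive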
iPSC survival up: hiPSC single-cell survival enhancement. survival enhancement, % at 20 µM. ATPlite luminescence; 100% = ROCK inhibitor wells, 0% = DMSO. 0.044% of 360,000 active; in the data active means survival enhancement above about 18%;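 further: cells exposed to compounds for 16 hours before the ATP read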
TRAIL sens C8: sensitizes caspase-8 expressing cells to TRAIL; NB7+C8 cells + TRAIL, ATPlite viability luminescence; inhibition (viability loss, TRAIL sensitization), % at 10 µM; 1% of 360,000 active; AID 624354;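 active means compounds causing at least 50% loss of cell viability in the single-dose screen, relative to plate controls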
CF NFkB block: blocks PAF-induced NF-kB reporter in cystic fibrosis cells. KKLEB NF-kB-GFP reporter, GFP fluorescence overnight. inhibition, % at 5 µM. 0.86% of 360,000 active;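 active means at least 50% inhibition at 5 µM, scaled per plate between neutral and stimulator controls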;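 further: PAF is a Pseudomonas aeruginosa culture filtrate used as stimulus; plate controls were PAF-stimulated DMSO wells for no effect and unstimulated DMSO wells for full effect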
LMP1 NFkB inh: Epstein-Barr LMP1 NF-kappaB reporter inhibition | LMP1-induced NF-kappaB luciferase reporter cells, luminescence | AID 504558 | inhibition, % at 12.5 µM | 0.69% of 350,000 active; in the data active means inhibition above about 41%;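 further: 0% = neutral control wells and 100% = reference inhibitor control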
MITF TRPM1 inh: inhibitors of MITF-driven TRPM1 promoter in melanoma cells. SK-MEL-5 TRPM1 promoter luciferase, 24 h. inhibition, % at 12.5 µM. 0.83% of 330,000 active. AID 488899;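 active means mean inhibition across replicates of 60% or more, whatever share of single replicates reaches that level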; further: values of inactives mirror those of a sister screen read the other way
KKLEB cytotox: reduces viability of KKLEB cystic fibrosis airway cells. KKLEB CF airway cells viability, ATPlite luminescence, overnight; stronger effect = lower value; cells stimulated with P. aeruginosa culture filtrate. activity change (cytotoxicity), % at 5 µM. 0.36% of 360,000 active. AID 602141;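 active means corrected activity change at or below -50% at 5 µM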
NR2E3 ag-2: NR2E3 (human) agonism; Q9Y5X4; GST-NR2E3/biotin-RetCOR TR-FRET, 1536-well; inhibition of corepressor binding, % at 4.78 µM; 0.12% of 320,000 active; AID 2300;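 active means percent inhibition above the cutoff of mean plus 3 SD of all tested compounds, set per screening campaign, cut at about 20% in these data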;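 further: 0% = DMSO wells and 100% = biotin wells as full block of FRET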
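Test system: GST-NR2E3 and biotin-RetCOR proteins | Quantity: 1.35 nM GST-tagged NR2E3 final | Medium: Tris pH 7.5 | Also added: 7 nM biotin-RetCOR | Dosing: Compound at 4.8 µM, single dose | Timing: 5 h at 4 °C | Detection: Time-resolved FRET | Read-out basis: Percent inhibition | Benchmarks: Biotin wells as high control, 0.6% DMSO wells as low control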
Peg3 promoter: Peg3 promoter activity inhibition | HeLa PEG-Prom luciferase reporter, luminescence, overnight | inhibition, % at 20 µM | 1.7% of 360,000 active;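 active means inhibition of at least 50% at 20 µM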
* = called active by the depositor. These rows are one share of the data; count on the stated rates, not on these rows.

Results for CCc1c(C)nc(N2CCN(c3ccccc3F)CC2)[nH]c1=O ?
NR2E3 ag-1: 7; HIF-2a inh: -3; Shn3 inh set2: 1; iPSC survival up: -0.1; TRAIL sens C8: 1; CF NFkB block: 1; LMP1 NFkB inh: 3; MITF TRPM1 inh: -4; KKLEB cytotox: 3; NR2E3 ag-2: 0; Peg3 promoter: -4

What do the screens show for `CCOc1ccccc1NC(=O)CCNS(=O)(=O)c1ccc(NC(C)=O)cc1`?
NR2E3 ag-1: -20; HIF-2a inh: 6; Shn3 inh set2: 1; iPSC survival up: 0.7; TRAIL sens C8: -9; CF NFkB block: -3; LMP1 NFkB inh: -5; MITF TRPM1 inh: -2; KKLEB cytotox: 1; NR2E3 ag-2: -4; Peg3 promoter: -11

Results for CC(=O)CC(C)(C)n1nnc(-c2ccccc2)n1 ?
NR2E3 ag-1: -7; HIF-2a inh: -23; Shn3 inh set2: 4; iPSC survival up: -2.1; TRAIL sens C8: -10; CF NFkB block: -6; LMP1 NFkB inh: -5; MITF TRPM1 inh: -14; KKLEB cytotox: 5; NR2E3 ag-2: -3; Peg3 promoter: -7

What do the screens show for `C#CCNC(=O)C1=C[C@@H](c2csc3ccccc23)C[C@@H](OCc2ccc(CO)cc2)O1`?
NR2E3 ag-1: 21; HIF-2a inh: 8; Shn3 inh set2: 6; iPSC survival up: -3.2; TRAIL sens C8: 11; CF NFkB block: -18; LMP1 NFkB inh: -3; MITF TRPM1 inh: 6; KKLEB cytotox: 5; NR2E3 ag-2: 3; Peg3 promoter: 4

What do the screens show for `COc1ccc(CCNC(=O)CNCCc2ccc(F)cc2)cc1`?
NR2E3 ag-1: -17; HIF-2a inh: 13; Shn3 inh set2: 3; iPSC survival up: -0.8; TRAIL sens C8: 9; CF NFkB block: -12; LMP1 NFkB inh: 4; MITF TRPM1 inh: -7; KKLEB cytotox: -4; NR2E3 ag-2: -7; Peg3 promoter: 2

What do the screens show for `O=C(Nc1cc(F)ccc1F)C1CCN(S(=O)(=O)c2cccc3nonc23)CC1`?
NR2E3 ag-1: 13; HIF-2a inh: 0; Shn3 inh set2: 0; iPSC survival up: 0.4; TRAIL sens C8: 13; CF NFkB block: 12; LMP1 NFkB inh: -3; MITF TRPM1 inh: -2; KKLEB cytotox: -10; NR2E3 ag-2: 7; Peg3 promoter: 0

What do the screens show for `CN(CCOc1ccccc1)Cc1ccccc1`?
NR2E3 ag-1: 0; HIF-2a inh: -12; Shn3 inh set2: 13; iPSC survival up: -1.2; TRAIL sens C8: -5; CF NFkB block: -7; KKLEB cytotox: -5; Peg3 promoter: -8

Results for COc1ccccc1C(=O)NC(=O)COC(=O)Cn1cnc2c1c(=O)n(C)c(=O)n2C ?
NR2E3 ag-1: -9; HIF-2a inh: 15; Shn3 inh set2: -4; iPSC survival up: -0.4; TRAIL sens C8: 2; CF NFkB block: 0; LMP1 NFkB inh: -5; MITF TRPM1 inh: 6; KKLEB cytotox: 1; NR2E3 ag-2: -1; Peg3 promoter: -2

How did COCCCNC(=S)N/N=C/c1ccc(O)cc1 do in these assays?
NR2E3 ag-1: -33; HIF-2a inh: -15; Shn3 inh set2: -3; iPSC survival up: 0.0; TRAIL sens C8: 34; CF NFkB block: -15; LMP1 NFkB inh: 0; MITF TRPM1 inh: 6; KKLEB cytotox: 8; NR2E3 ag-2: 4; Peg3 promoter: -5

Results for CCN(CC)S(=O)(=O)c1cccc2nsnc12 ?
NR2E3 ag-1: 7; HIF-2a inh: 12; Shn3 inh set2: 15; iPSC survival up: 2.2; TRAIL sens C8: 8; CF NFkB block: 14; LMP1 NFkB inh: -6; MITF TRPM1 inh: 9; KKLEB cytotox: -3; NR2E3 ag-2: -2; Peg3 promoter: 11

What do the screens show for `O=C(NCc1ccccc1F)c1ccncc1`?
NR2E3 ag-1: -13; HIF-2a inh: 12; Shn3 inh set2: 4; iPSC survival up: -0.1; TRAIL sens C8: 2; CF NFkB block: 8; LMP1 NFkB inh: 8; MITF TRPM1 inh: 1; KKLEB cytotox: -4; NR2E3 ag-2: 2; Peg3 promoter: -3

What do the screens show for `COc1ccc(S(=O)(=O)N2CCCC2CNC(=O)C(=O)NCc2ccco2)cc1` (stereo unspecified)?
NR2E3 ag-1: -6; HIF-2a inh: 15; Shn3 inh set2: -12; iPSC survival up: -0.3; TRAIL sens C8: 0; CF NFkB block: 21; LMP1 NFkB inh: -6; MITF TRPM1 inh: 6; KKLEB cytotox: -14; NR2E3 ag-2: -1; Peg3 promoter: 21

What do the screens show for `CCN(CC)CCNC(=O)CS(=O)Cc1nc(-c2ccccc2Cl)oc1C` (stereo unspecified)?
NR2E3 ag-1: -22; HIF-2a inh: 9; Shn3 inh set2: -7; iPSC survival up: 0.1; TRAIL sens C8: 2; CF NFkB block: 14; LMP1 NFkB inh: 3; MITF TRPM1 inh: -2; KKLEB cytotox: -8; NR2E3 ag-2: -1; Peg3 promoter: 26

What do the screens show for `CCCCNc1c(-c2ccc(SC(C)CC)cc2)nc2cnccn12` (stereo unspecified)?
NR2E3 ag-1: -21; HIF-2a inh: -102; Shn3 inh set2: 79; iPSC survival up: 1.9; TRAIL sens C8: 24; CF NFkB block: 13; LMP1 NFkB inh: -27; MITF TRPM1 inh: -8; KKLEB cytotox: 7; Peg3 promoter: 48

Results for CCc1ccccc1N1CN(Cc2cccnc2)CNC1=S ?
NR2E3 ag-1: 6; HIF-2a inh: 20; Shn3 inh set2: 2; iPSC survival up: 0.0; TRAIL sens C8: 7; CF NFkB block: 11; LMP1 NFkB inh: -4; MITF TRPM1 inh: -4; KKLEB cytotox: -2; NR2E3 ag-2: 2; Peg3 promoter: 13

What do the screens show for `COCCn1c(=NC(=O)CSCC(=O)N2CCOCC2)sc2cc(C)ccc21`?
NR2E3 ag-1: -9; HIF-2a inh: 12; Shn3 inh set2: 7; iPSC survival up: -0.4; TRAIL sens C8: -23; CF NFkB block: -23; LMP1 NFkB inh: 13; MITF TRPM1 inh: -1; KKLEB cytotox: 11; NR2E3 ag-2: 2; Peg3 promoter: 17

What do the screens show for `COc1ccc(C(=O)Nc2ccc(S(=O)(=O)N3CCc4ccccc43)cc2)cc1`?
NR2E3 ag-1: 15; HIF-2a inh: -46; Shn3 inh set2: 38; iPSC survival up: 1.1; TRAIL sens C8: 24; CF NFkB block: -14; LMP1 NFkB inh: 0; MITF TRPM1 inh: -9; KKLEB cytotox: 5; NR2E3 ag-2: 2; Peg3 promoter: 28

Results for Cc1ccc(C(=O)N(C)CC(=O)Nc2ccc(Cl)c(C(F)(F)F)c2)cc1S(=O)(=O)N1CCCCC1 ?
NR2E3 ag-1: 8; HIF-2a inh: 11; Shn3 inh set2: 31; iPSC survival up: 1.2; TRAIL sens C8: 16; CF NFkB block: 16; LMP1 NFkB inh: 9; MITF TRPM1 inh: 4; KKLEB cytotox: -32; NR2E3 ag-2: 2; Peg3 promoter: 27

What do the screens show for `CCOC(=O)N1CCN(S(=O)(=O)c2ccc(C(=O)Nc3sc4c(c3C(N)=O)CC(C)(C)NC4(C)C)cc2)CC1`?
NR2E3 ag-1: -28; HIF-2a inh: 12; Shn3 inh set2: -8; iPSC survival up: -0.2; TRAIL sens C8: 14; CF NFkB block: 2; LMP1 NFkB inh: -9; MITF TRPM1 inh: 3; KKLEB cytotox: -5; NR2E3 ag-2: -1; Peg3 promoter: -11

How did C/C(=N\NC(=O)C1CCCN(S(=O)(=O)c2ccccc2)C1)c1ccncc1 (stereo unspecified) do in these assays?
NR2E3 ag-1: 6; HIF-2a inh: 15; Shn3 inh set2: -12; iPSC survival up: 0.4; TRAIL sens C8: -2; CF NFkB block: -2; LMP1 NFkB inh: -2; MITF TRPM1 inh: -8; KKLEB cytotox: 2; NR2E3 ag-2: 1; Peg3 promoter: 18

What do the screens show for `CC1=CC2=NCC(O)CN2C=C1` (stereo unspecified)?
NR2E3 ag-1: -16; HIF-2a inh: -5; Shn3 inh set2: -7; iPSC survival up: 1.2; TRAIL sens C8: 0; CF NFkB block: 4; LMP1 NFkB inh: -12; MITF TRPM1 inh: 7; KKLEB cytotox: -10; NR2E3 ag-2: -3; Peg3 promoter: 12

How did CCOC(=O)c1ccc(P(=O)(c2ccccc2)c2ccccc2)cc1 do in these assays?
NR2E3 ag-1: -19; HIF-2a inh: 3; Shn3 inh set2: 9; iPSC survival up: -0.6; TRAIL sens C8: 10; CF NFkB block: 0; LMP1 NFkB inh: -5; MITF TRPM1 inh: 2; KKLEB cytotox: 3; NR2E3 ag-2: -2; Peg3 promoter: 5

Results for CS(=O)(=O)Nc1ccc(N2CCCCC2)c(Cl)c1 ?
NR2E3 ag-1: 19; HIF-2a inh: -4; Shn3 inh set2: -8; iPSC survival up: -0.4; TRAIL sens C8: -10; CF NFkB block: -3; LMP1 NFkB inh: 6; MITF TRPM1 inh: -4; KKLEB cytotox: -1; NR2E3 ag-2: -2; Peg3 promoter: -7

Results for COC(=O)c1ccc(C)c(NC(=O)Cn2cnc3ccccc3c2=O)c1 ?
NR2E3 ag-1: -8; HIF-2a inh: 4; Shn3 inh set2: -6; iPSC survival up: -1.7; TRAIL sens C8: -20; CF NFkB block: 12; LMP1 NFkB inh: 10; MITF TRPM1 inh: 10; KKLEB cytotox: -15; NR2E3 ag-2: -1; Peg3 promoter: -6

What do the screens show for `Cn1c(=O)[nH]c(=O)c2c1nc(NCCCn1ccnc1)n2Cc1ccccc1`?
NR2E3 ag-1: 0; HIF-2a inh: 10; Shn3 inh set2: -11; iPSC survival up: 6.6; TRAIL sens C8: -7; CF NFkB block: -2; LMP1 NFkB inh: -6; MITF TRPM1 inh: 10; KKLEB cytotox: 5; NR2E3 ag-2: -5; Peg3 promoter: -7

Results for O=C(COC(=O)c1n[nH]c2ccccc12)NCc1ccccc1 ?
NR2E3 ag-1: 3; HIF-2a inh: -18; Shn3 inh set2: 3; iPSC survival up: -0.3; TRAIL sens C8: -4; CF NFkB block: 3; LMP1 NFkB inh: -2; MITF TRPM1 inh: 0; KKLEB cytotox: 0; NR2E3 ag-2: 1; Peg3 promoter: -12

Results for C=CCNC(=O)/C(C#N)=C/c1ccc(C(=O)O)cc1 ?
NR2E3 ag-1: -7; HIF-2a inh: 17; Shn3 inh set2: 8; iPSC survival up: -0.5; TRAIL sens C8: 0; CF NFkB block: 11; LMP1 NFkB inh: -5; MITF TRPM1 inh: 1; KKLEB cytotox: -9; NR2E3 ag-2: -2; Peg3 promoter: 7

2 compounds picked at random from the list so far, as already listed:
What do the screens show for `Cn1c(=O)[nH]c(=O)c2c1nc(NCCCn1ccnc1)n2Cc1ccccc1`?
NR2E3 ag-1: 0; HIF-2a inh: 10; Shn3 inh set2: -11; iPSC survival up: 6.6; TRAIL sens C8: -7; CF NFkB block: -2; LMP1 NFkB inh: -6; MITF TRPM1 inh: 10; KKLEB cytotox: 5; NR2E3 ag-2: -5; Peg3 promoter: -7

What do the screens show for `CC1=CC2=NCC(O)CN2C=C1` (stereo unspecified)?
NR2E3 ag-1: -16; HIF-2a inh: -5; Shn3 inh set2: -7; iPSC survival up: 1.2; TRAIL sens C8: 0; CF NFkB block: 4; LMP1 NFkB inh: -12; MITF TRPM1 inh: 7; KKLEB cytotox: -10; NR2E3 ag-2: -3; Peg3 promoter: 12

High-throughput results as filed in PubChem.
